# Source: PubChem BioAssay
# WRN inhibitor: qHTS for Inhibitors of WRN Helicase | Bifunctional 3'-5' exonuclease/ATP-dependent helicase WRN (Homo sapiens), Q14191 | WRN helicase unwinding, fluorescent forked duplex, kinetic | Potency, µM (series often up to 114 µM), for inactives: top-dose activity change, negative = inhibition, actives largely listed as inhibitors | 360,000 compounds, 0.46% hits | AID 651768, 2012; further: potency means the concentration at half of the fitted maximal effect; on the % scale 0 is the no-effect control and ±100 the full control effect; nearly all actives have a fitted effect of over 55% in size
# Target sequence (Q14191 whole entry, looked up): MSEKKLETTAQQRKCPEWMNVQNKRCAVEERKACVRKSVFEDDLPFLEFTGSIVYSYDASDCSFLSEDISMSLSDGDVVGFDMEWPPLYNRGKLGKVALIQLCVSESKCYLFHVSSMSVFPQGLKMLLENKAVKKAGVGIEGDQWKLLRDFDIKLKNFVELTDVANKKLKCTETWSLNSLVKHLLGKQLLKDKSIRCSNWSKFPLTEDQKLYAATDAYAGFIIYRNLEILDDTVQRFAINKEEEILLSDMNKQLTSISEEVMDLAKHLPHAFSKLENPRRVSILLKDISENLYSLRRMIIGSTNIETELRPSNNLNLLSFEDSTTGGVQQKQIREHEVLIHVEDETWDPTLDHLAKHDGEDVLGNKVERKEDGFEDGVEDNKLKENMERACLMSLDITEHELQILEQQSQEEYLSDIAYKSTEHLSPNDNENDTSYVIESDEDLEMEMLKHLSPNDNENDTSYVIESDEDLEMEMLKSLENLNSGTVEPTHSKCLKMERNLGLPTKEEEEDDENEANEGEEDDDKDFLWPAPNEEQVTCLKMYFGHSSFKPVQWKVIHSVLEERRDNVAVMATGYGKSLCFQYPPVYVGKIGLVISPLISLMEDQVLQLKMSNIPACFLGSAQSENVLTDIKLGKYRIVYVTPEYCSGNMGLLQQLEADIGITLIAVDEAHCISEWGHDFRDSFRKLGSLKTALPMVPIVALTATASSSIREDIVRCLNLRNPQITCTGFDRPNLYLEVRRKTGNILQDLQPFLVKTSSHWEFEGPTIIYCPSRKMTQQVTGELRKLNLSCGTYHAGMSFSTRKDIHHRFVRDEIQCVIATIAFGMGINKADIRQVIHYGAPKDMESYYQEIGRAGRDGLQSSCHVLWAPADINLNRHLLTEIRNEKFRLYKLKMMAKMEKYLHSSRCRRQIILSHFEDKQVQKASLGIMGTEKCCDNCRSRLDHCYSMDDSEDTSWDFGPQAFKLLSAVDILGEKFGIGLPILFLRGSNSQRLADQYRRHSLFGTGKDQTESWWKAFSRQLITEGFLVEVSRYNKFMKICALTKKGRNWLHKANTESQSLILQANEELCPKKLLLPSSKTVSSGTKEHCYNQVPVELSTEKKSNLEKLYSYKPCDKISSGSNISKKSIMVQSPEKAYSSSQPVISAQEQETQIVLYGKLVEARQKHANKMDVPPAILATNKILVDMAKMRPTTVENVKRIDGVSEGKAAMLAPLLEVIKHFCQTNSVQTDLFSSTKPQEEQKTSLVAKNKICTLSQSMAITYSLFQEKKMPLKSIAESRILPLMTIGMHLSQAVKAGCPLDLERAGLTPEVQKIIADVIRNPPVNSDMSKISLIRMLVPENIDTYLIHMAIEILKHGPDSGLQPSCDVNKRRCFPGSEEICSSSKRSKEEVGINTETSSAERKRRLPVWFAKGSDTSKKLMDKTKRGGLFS
#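 WRN at 20 nM final was preincubated with compound for 15 min at room temperature; reaction started with 100 nM forked duplex oligonucleotide carrying fluorophore and quencher plus 2 mM ATP (final). Unwinding followed kinetically by red fluorescence (ex 525/em 598 nm).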
# Abeta rescue: qHTS for compounds that reverse cellular toxicity of Amyloid beta (A-beta) peptide in yeast: Primary Screen | yeast expressing A-beta42, growth rescue, OD600, 48 h; response scale: 0% DMSO, 100% iron-clioquinol control | Potency, µM (titrated, usually from 46.1 µM), without a hit: at the highest dose growth rescue, most hits filed as activators | 410,000 compounds, 0.063% hits | AID 1347071, 2019; further: potency means the concentration at half of the fitted maximal effect; nearly all actives have a fitted effect of over 55% in size
#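 Growth rescue measured by 600 nm absorbance after 48 h yeast culture at 30 C with compound. Values normalized between DMSO and an equimolar ferric chloride plus clioquinol control.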
# EPAC1 antagonist: qHTS for Antagonist of cAMP-regulated guanine nucleotide exchange factor 3 (EPAC1): primary screen | EPAC1 GEF assay, Rap1b-BODIPY-GDP exchange fluorescence | Rap guanine nucleotide exchange factor 3 (Homo sapiens), O95398 | Potency, µM (doses to about 115 µM), without a hit: at the top dose activity change, negative = inhibition, hits mostly inhibitors | AID 720709, 2013 | 360,000 compounds, 0.14% hits;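 further: potency means the concentration at half of the fitted maximal effect; plate controls were vehicle for no effect and positive control for full effect; nearly all actives have a fitted effect of over 50% in size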
# PI5P4Ka inh: qHTS for Inhibitors of phosphatidylinositol 5-phosphate 4-kinase (PI5P4K); Phosphatidylinositol 5-phosphate 4-kinase type-2 alpha (Homo sapiens), P48426; PI5P4Kalpha enzyme, ADP-Glo luminescence, 60 min; stronger effect = lower value; max response, %; 330,000 compounds, 1.2% hits; AID 652105, 2013; active means max response of -50% or lower; inconclusive means between -30% and -50%; inactive means -30% or higher; further: value at the top dose of about 77 µM; on the % scale 0 is the no-effect control and ±100 the full control effect
#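 Enzyme plus substrate dispensed, test compounds pinned in, then ATP (5 microM final) added. After 60 min at RT, ADP-Glo reagent 1 for 45 min and reagent 2 for 30 min preceded luminescence imaging.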
# PLK1 PBD inh: qHTS for Inhibitors of PLK1-PDB (polo-like kinase 1 - polo-box domain): Primary Screen; Serine/threonine-protein kinase PLK1 (Homo sapiens), P53350; Plk1 PBD binding of FITC phosphopeptide, fluorescence polarization; Potency, µM, for inactives: max response, negative = inhibition, hits mostly inhibitors; 360,000 compounds, 2.8% hits; AID 720504, 2013; further: potency means the concentration at half of the fitted maximal effect; series mostly up to about 57 µM; on the % scale 0 is the no-effect control and ±100 the full control effect; nearly all actives have a fitted effect of over 65% in size
# IL2 activator: qHTS of IL-2 Activators; activation, % (series mostly up to about 46 µM); AID 652025, 2013; 360,000 compounds, 0.065% hits; IL-2 activation reporter assay, cell-based qHTS; stimulated with anti-CD3/CD4/CD28 beads; in transgenic mouse T cells; in the data active means activation above about 50%; inconclusive means mostly about 30% to 49%; further: 0% is about no effect
#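 Using fluorescent plate cytometry, EGFP and DsRed are detected in transgenic mouse T cells stimulated 18 h at 37 degrees C with antibody-coated beads after 60 min compound pretreatment.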
# aSyn rescue: qHTS of alpha-syn Inhibitors. AID 652106, 2013. Yeast expressing alpha-synuclein, growth rescue, BacTiter-Glo, 24 h. Potency, µM (highest dose often 46.1 µM), for the others: at the highest dose growth rescue (activation), most hits filed as activators. 370,000 compounds, 0.14% hits; further: potency means the concentration at half of the fitted maximal effect; % of control where 0% means no effect; nearly all actives have a fitted effect of over 65% in size
#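 Readout is rescue of growth in alpha-synuclein-expressing yeast, so inhibitors of toxicity appear as activators. Growth after 24 hr at 30 deg C in galactose medium is quantified by luminescence.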
# FUS yeast rescue: qHTS for Suppressors of FUS Proteinopathy: Primary screen using FUS-linked yeast assay. S. cerevisiae FUS-expressing, growth rescue, OD600, 24 h. Potency, µM (highest dose often 76.6 µM), inactives show top-dose growth rescue (activation), actives largely listed as activators. 390,000 compounds, 0.24% hits. AID 1347120, 2019;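 further: potency means the concentration at half of the fitted maximal effect; plate controls were DMSO vehicle for no effect and reference control for full effect; nearly all actives have a fitted effect of over 55% in size; some results filed as inactive show a strong effect at the top dose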
#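 Yeast expressing FUS under galactose induction, OD 0.005 in 2% galactose medium; compounds in a dilution series, 24 h at 30C. Growth rescue by absorbance at 600 nm; CP55940 positive control, DMSO negative.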
# EPAC1 ag: qHTS for Agonist of cAMP-regulated guanine nucleotide exchange factor 3 (EPAC1): primary screen; AID 720707, 2013; Potency, µM (top dose mostly 154 µM), for the others: at the top dose activation, usual class: activators; Rap guanine nucleotide exchange factor 3 (Homo sapiens), O95398; EPAC1 agonist qHTS, biochemical assay; response scale: 100% = response to 6.5 mM cAMP; 360,000 compounds, 0.073% hits; further: potency means the concentration at half of the fitted maximal effect; nearly all actives have a fitted effect of over 60% in size
#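 Nucleotide exchange by EPAC1 (100 nM) on Rap1B–BODIPY-GDP (250 nM) in the presence of 50 uM GDP is tracked fluorescently at 480/540 nm over 30 min. Signals are normalized to a 6.5 mM cAMP control.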
# The depositor's hits bear a star; ? = inconclusive; / = not tested or not shown; & = joins results of further samples; [ ] = another dose, or the depositor's remark. Unless noted, the call rests on the fitted dose curve; in most records, active means well fitted curve in the direction sought with a large enough effect; inconclusive means small, poorly fitted or top-dose-only effect, or another doubt; inactive means no such curve, though single readings can be large; an effect the other way counts as inactive or inconclusive.
Compound	WRN inhibitor	Abeta rescue	EPAC1 antagonist	PI5P4Ka inh	PLK1 PBD inh	IL2 activator	aSyn rescue	FUS yeast rescue	EPAC1 ag
Cc1cccc(NS(=O)(=O)c2ccc3c(c2)NC(=O)CO3)c1C	-8%	4%	-6%	2	-14%	-0.1	-13%	4%	-3%
COc1ccccc1NS(=O)(=O)c1ccc2oc(SCC(=O)N3CCNC3=O)nc2c1	-10%	-3%	-26%	0	-7%	1.0	5%	18%	14%
Cc1nc2ccccn2c1C(=O)CSc1ccccc1	4%	9%	8%	-2	-6%	-2.8	2%	4%	-1%
O=C(O)/C(=C\c1ccc2ccccc2c1)c1cccc2ccccc12	-5%	-84%[inhibitor]	-5%	3	21µM*	0.5	-74%[inhibitor]	24%	2%
COc1ccccc1/C=N/NC(=O)CC(=O)NC1CCCCC1	9%	7%	12%	-4	6%	0.0	-3%	-50%	-3%
Cc1ccccc1OCCOC(=O)c1cc(S(=O)(=O)N2CCCCC2)ccc1N1CCOCC1	-15%	-11%	-18%	9	3%	-3.3	-1%	/	6%
COc1ccccc1Cc1c(-c2cccc(Br)c2)nc2ccc(Cl)cn12	-3%	0%	-10%	-5	-13%	-0.1	-20%	18%	-13%
Cc1cc(C)n(-c2nnc(NC(C)(C)C)nn2)n1	1%	24%	4%	1	-8%	-0.2	-2%	/	2%
CC(=O)N1c2ccc(S(=O)(=O)NCC3CCC(C(=O)N(C)Cc4ccccc4)CC3)cc2CC1C (stereo unspecified)	-1%	-5%	-2%	1	-8%	-0.9	-2%	17%	8%
CCOC(=O)/C(=C/c1ccc(OC)cc1)NC(=O)c1ccco1	4%	-2%	3%	0	4%	-0.6	0%	3%	-6%
Nc1nnc(CC2=CCCCC2)s1	10%	-6%	-3%	/	-2%	-1.2	-9%	24%	-2%
CCC(=O)NNc1ncnc2c1cnn2-c1ccccc1	-33%	-13%	-13%	-4	-3%	-3.0	-2%	13%	-4%
Cc1ccc(S(=O)(=O)N2CCOCC2)cc1C(=O)OCC(=O)N1CCCCC1	-5%	-33%[inhibitor]	9%	4	0%	-2.1	4%	/	-4%
CCOC(=O)CSc1nc2c(sc(=S)n2-c2ccccc2OC)c(=O)n1-c1ccccc1OC	-17%	-5%	-9%	-6	3%	5.0	-5%	29%	8%
CCN(CCCNC(=O)C1CCCN(S(=O)(=O)CC)C1)c1cccc(C)c1 (stereo unspecified)	-6%	6%	6%	2	0%	0.2	-4%	-5%	-2%
CCN(CCO)Cc1cn[nH]c1-c1ccc(C)c(C)c1	6%	7%	4%	/	-2%	-0.6	1%	-1%	-3%
CCn1c(C)nc2cc(C(=O)N/N=C/c3ccc(O)c(O)c3O)ccc21	18µM*	-33%	?	-74*	8.4µM*	4.8	-4%	24%	12%
CCOC(=O)C(CC)n1cnc2c(nnn2-c2cccc(OC)c2)c1=O (stereo unspecified)	-2%	-7%	-2%	5	1%	-4.7	1%	2%	7%
CCOC(=O)c1cnc2ccc(C(=O)OC)cc2c1NCCc1ccc(OC)c(OC)c1	0%	-17%	-17%	2	?	-1.2	5%	8%	2%
CCN(CC)S(=O)(=O)c1ccc(N2CCOCC2)c(NC(=O)Cc2ccccc2F)c1	1%	-4%	-30%	-7	-11%	-1.6	-4%	?	2%
COc1ccc(/C=C(\NC(=O)c2ccc(C)cc2)C(=O)NCC2CCCO2)cc1 (stereo unspecified)	10%	4%	-1%	1	-3%	-4.1	0%	20%	2%
O=C(COn1nnc2ccc(Cl)cc21)NC12CC3CC(CC(C3)C1)C2	-2%	20%	4%	/	1%	-3.0	-1%	30%	13%
COc1ccc(S(=O)(=O)N2CCCC(C(=O)Nc3ccc(OC)c(OC)c3)C2)cc1 (stereo unspecified)	3%	8%	13%	0	-2%	-2.3	-6%	12%	-6%
CCOC(=O)N1CCC(N2C(=O)c3ccc(C(=O)O)cc3C2=O)CC1	0%	-2%	-12%	?	-18%	0.8	6%	3%	13%
CCNC(=O)C(=O)Nc1ccc(OC)c(Cl)c1	-1%	-13%	-10%	10	4%	-0.8	1%	5%	-4%
Cc1ncc(C[n+]2csc(CCO)c2C)c(N)n1	1%&6%	-3%&-5%	26%&2%	-3&2	-11%&4%	0.3&3.5	0%&2%	-33%&-30%	0%&-14%
CC(=O)c1ccc(NC(=O)CSCCO)cc1	2%	10%	8%	/	1%	0.6	-4%	0%	2%
CC(Cc1ccccc1)NC(=O)/C=C/c1ccc([N+](=O)[O-])cc1 (stereo unspecified)	9%	-13%	-27%	-5	-1%	-1.6	10%	6%	-3%
O=C(CSc1nnc(-c2ccccc2)n1Cc1ccco1)Nc1ccc2c(c1)OCCO2	-5%	-11%	-6%	-8	-16%	-0.9	-1%	27%	13%
Cc1ccc(NC(=O)c2cccc(S(C)(=O)=O)c2)cc1	1%[57.1 µM]	-7%	-14%	14	-13%	-0.7	-2%	4%	-4%
CC(O)C1CCC2C3CCC4CC(O)CCC4(C)C3C(=O)CC12C (stereo unspecified)	4%	0%	2%	4	3%	0.5	10%	21%	-16%
C(=C\c1ccccc1)/CN1CCN(C(c2ccccc2)c2nnnn2C2CCCCC2)CC1 (stereo unspecified)	-7%	16%	9%	0	7%	-0.6	9%	-11%	0%
Cc1ccc2cc(/C=N/NC(=O)c3ccc(F)cc3)c(Cl)nc2c1	-7%	13%	-14%	1	-12%	-0.1	-4%	4%	7%
COc1ccc(NC(=O)CSc2nnc(-c3ccccc3)n2Cc2ccco2)cc1OC	1%	-1%	1%	/	-5%	-0.5	-2%	10%	3%
CC1(C)CC(=O)C2=C(C1)OC1=C(C(=O)CC(C)(C)C1)C2c1cccc([N+](=O)[O-])c1	-5%	-5%	-6%	6	4%	-3.4	-16%	9%	-5%
CCN(CC)S(=O)(=O)c1cccc(NC2=NCC(C)S2)c1 (stereo unspecified)	-2%[57.1 µM]	4%	-14%	1	9%	1.3	1%	13%	-2%
Cc1ccc(OCCCCCCN2CCNCC2)cc1	-27%	-14%	4%	16	-8%	-0.3	0%	-3%	3%
COc1cc(SC)ccc1C(=O)Nc1cc(C)ccn1	-4%	-22%	-11%	-8	-12%	-2.2	-4%	20%	-5%
O=C(NCc1nc2ccccc2[nH]1)C1=C[C@H](C2CC2)C[C@H](OCc2ccc(CO)cc2)O1	1%	-17%	-3%	-4	-12%	0.3	13%	-16%	-7%
CCN(C(=O)COC(=O)c1ccco1)c1cccc2ccccc12	-8%	10%	-13%	11	2%	2.0	?	-3%	-1%

# Quoted at random: 2 entries already listed
Compound	WRN inhibitor	Abeta rescue	EPAC1 antagonist	PI5P4Ka inh	PLK1 PBD inh	IL2 activator	aSyn rescue	FUS yeast rescue	EPAC1 ag
COc1ccc(NC(=O)CSc2nnc(-c3ccccc3)n2Cc2ccco2)cc1OC	1%	-1%	1%	/	-5%	-0.5	-2%	10%	3%
CCN(CC)S(=O)(=O)c1cccc(NC2=NCC(C)S2)c1 (stereo unspecified)	-2%[57.1 µM]	4%	-14%	1	9%	1.3	1%	13%	-2%

# Later entries
Compound	WRN inhibitor	Abeta rescue	EPAC1 antagonist	PI5P4Ka inh	PLK1 PBD inh	IL2 activator	aSyn rescue	FUS yeast rescue	EPAC1 ag
CC(C)CN(CC(C)C)C(=O)COn1nnc2ccc(S(=O)(=O)N3CCOCC3)cc21	7%	-4%	0%	-7	-11%	1.2	-7%	-1%	3%
NC(=O)c1ccc(SCC(=O)OCC(=O)NC2CCCCCCC2)c([N+](=O)[O-])c1	1%	-4%	-26%	?	24µM*	1.0	-9%	-4%	1%
CCOC(=O)c1nc(NCc2cccnc2)c2ccccc2n1	-2%	0%	18%	/	-8%	-2.5	9%	4%	2%
O=C(NNc1ccc([N+](=O)[O-])cc1)C1C2CCCCC21 (stereo unspecified)	-6%	2%	-9%	-13	6%	-0.8	-6%	/	-6%
Cc1ccc(C2CC(c3ccccc3)n3ncnc3N2)cc1 (stereo unspecified)	0%	13%	-2%	5	2%	-1.7	1%	10%	-8%
Cc1ccccc1-c1cc(C(=O)N/N=C/c2cccnc2)c2ccccc2n1	2%	8%	-26%	-2	-2%	-2.0	4%	20%	9%
CCOC(=O)c1cccc(NC(=O)CSc2nnc(C)n2CC2CCCO2)c1 (stereo unspecified)	-1%	0%	-23%	1	-5%	-1.2	-4%	-12%	0%
NS(=O)(=O)c1ccc(NC(=O)COC(=O)/C=C/c2ccc([N+](=O)[O-])cc2)cc1	-1%	-13%	-10%	-8	-14%	0.2	-2%	12%	-7%
CC(OC(=O)c1cccnc1Cl)C(=O)Nc1ccc(S(N)(=O)=O)cc1 (stereo unspecified)	6%	-8%	3%	-10	3%	-0.7	3%	2%	-1%
CSc1ccc(CCNC(=O)C2CCCN(S(=O)(=O)N3CCOCC3)C2)cc1 (stereo unspecified)	2%	/	2%	-3	5%	1.9	1%	38%	-11%
CC1C/C(=N\NC(N)=S)c2cc(Cl)ccc2S1 (stereo unspecified)	-30%	6%	-6%	-10	-14%	-0.3	-12%	12%	-3%
COc1ccccc1-n1cnnc1SCC(=O)c1ccc[nH]1	3%	6%	7%	?	-3%	2.3	6%	-1%	-10%
C=CCN(c1ccccc1)S(=O)(=O)c1cccc(C(=O)NC2CCN(Cc3ccccc3)CC2)c1	-5%	10%	1%	-5	1%	-5.2	-1%	-3%	-2%
